# Source: PubChem BioAssay
# WRN helicase inh: inhibitors of human WRN helicase; Potency, µM (titrated, usually from 114 µM), for the others: top-dose activity change, negative = inhibition, actives largely listed as inhibitors; AID 651768; WRN helicase unwinding, fluorescent forked duplex, kinetic; 360,000 compounds, 0.46% hits; note: potency is the fitted concentration of half-maximal effect; % is set by controls: 0 for no effect and ±100 for the full control effect; nearly all actives have a fitted effect of over 55% in size
#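 Screening of the MLSMR collection measured strand separation of a quenched forked DNA duplex (100 nM) by 20 nM WRN with 2 mM ATP, all final. Compounds were preincubated with enzyme 15 min at room temperature.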
# GLP1R cytotox: cytotoxicity counter-screen for GLP-1 receptor inverse agonists. HEK293 cAMP-luciferase reporter cells, luminescence, 24 h. Potency, µM (highest dose often 38.3 µM), without a hit: at the top dose activity change, negative = inhibition, usual class: inhibitors. 410,000 compounds, 0.13% hits. AID 624418;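 note: loss of luciferase light is scored as toxicity; potency is the fitted concentration of half-maximal effect; % is set by controls: 0 for no effect and ±100 for the full control effect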
#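 Cells in DMEM/10% Nu serum/1% pen-strep, 1536-well format. Pre-incubated 12 h, dosed with 23 nL compound, incubated a further 24 h. Luciferase detection, 12 min at room temp, luminescence.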
# D3 ag: agonists of human D3 dopamine receptor | P35462 | D3R DiscoveRx beta-arrestin cells, luminescence, 90 min | max activation, % | 410,000 compounds, 0.58% hits | AID 652048; in the data active = max activation above about 30%; note: 0% is about no effect; mostly tested at two doses, the higher about 12 µM
# Target sequence (P35462 whole entry, looked up): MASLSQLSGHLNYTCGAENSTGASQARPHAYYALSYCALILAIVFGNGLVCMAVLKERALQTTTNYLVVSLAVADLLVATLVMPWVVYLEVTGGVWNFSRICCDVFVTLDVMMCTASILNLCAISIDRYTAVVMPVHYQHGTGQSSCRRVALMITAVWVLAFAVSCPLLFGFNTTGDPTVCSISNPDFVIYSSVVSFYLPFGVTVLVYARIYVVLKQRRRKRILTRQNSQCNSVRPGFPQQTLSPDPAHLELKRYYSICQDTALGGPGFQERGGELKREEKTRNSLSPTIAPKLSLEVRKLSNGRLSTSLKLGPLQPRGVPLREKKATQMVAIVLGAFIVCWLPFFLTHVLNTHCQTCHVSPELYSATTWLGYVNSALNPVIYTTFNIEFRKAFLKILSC
#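 Agonist mode: compounds and dopamine controls were applied to plated cells for 90 min at 37 degrees C after an overnight attachment at 1500 cells/well. Luminescent read-out followed 30 - 60 minutes at room temperature with DiscoveRx detection reagent.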
# DRD3 antagonist: antagonists of human D3 dopamine receptor. P35462. D3R cells, DiscoveRx beta-arrestin luminescence, antagonist mode; stronger effect = lower value. max response, negative = inhibition, %. 360,000 compounds, 2.5% hits. AID 652054; in the data active = max response below about -50%; inconclusive = no clear call, values can overlap the other calls; note: % is set by controls: 0 for no effect and ±100 for the full control effect; mostly tested at two doses, the higher about 12 µM
#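 Cells expressing the human receptor were seeded at 1500 cells/well, incubated overnight at 37 degrees C in 5% CO2, then exposed to library compounds with dopamine controls for 90 minutes at 37 degrees C before luminescent detection.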
# IL2 activator: activates IL-2 in a cell-based reporter assay; IL-2 activation reporter assay, cell-based qHTS; stimulated with anti-CD3/CD4/CD28 beads; in transgenic mouse T cells; activation, % (series mostly up to about 46 µM); 360,000 compounds, 0.065% hits; AID 652025; in the data active = activation above about 50%; inconclusive = mostly about 30% to 49%; note: 0% is about no effect
#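 Unstimulated transgenic mouse T cells preincubated 60 min with compound, then stimulated with anti-CD3/anti-CD4-coated beads plus anti-CD28 for 18 h at 37 degrees C. IL-2 response read as EGFP and DsRed fluorescence by plate cytometry.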
# GLP1R inv ag: GLP-1 receptor (human) inverse agonism. HEK293 GLP-1R CRE-luciferase, luminescence, 24 h; GLP-1R form is constitutively active. Potency, µM (top dose mostly 38.3 µM), without a hit: at the highest dose activity change, negative = inhibition, usual class: inhibitors. 410,000 compounds, 1.6% hits; note: potency is the fitted concentration of half-maximal effect; % is set by controls: 0 for no effect and ±100 for the full control effect; nearly all actives have a fitted effect of over 55% in size
#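 Cells are plated, allowed 12 hours at 37 deg C, then treated with compounds for 24 hr before luciferase detection reagent is added and luminescence is read after 12 min at room temperature. The HEK293 line carries constitutively active GLP-1R with a cAMP-responsive reporter.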
# GLP-1R agonist: GLP-1 receptor (human) agonism; Potency, µM (doses to about 45.6 µM), for inactives: top-dose activation, actives largely listed as activators; 380,000 compounds, 0.007% hits; HEK293 GLP-1R CRE-luciferase, luminescence, 4-6 h; cells express a hypersensitive GLP-1R form; AID 624172; note: potency is the fitted concentration of half-maximal effect; % of control where 0% means no effect
# PI5P4K alpha inh: blocks human PI5P4K alpha kinase activity. PI5P4Kalpha enzyme, ADP-Glo luminescence, 60 min; stronger effect = lower value. max response, %. 330,000 compounds, 1.2% hits. AID 652105; active = max response of -50% or lower; inconclusive = between -30% and -50%; inactive = -30% or higher; note: value at the top dose of about 77 µM; % is set by controls: 0 for no effect and ±100 for the full control effect
# Target sequence (P48426 whole entry, looked up): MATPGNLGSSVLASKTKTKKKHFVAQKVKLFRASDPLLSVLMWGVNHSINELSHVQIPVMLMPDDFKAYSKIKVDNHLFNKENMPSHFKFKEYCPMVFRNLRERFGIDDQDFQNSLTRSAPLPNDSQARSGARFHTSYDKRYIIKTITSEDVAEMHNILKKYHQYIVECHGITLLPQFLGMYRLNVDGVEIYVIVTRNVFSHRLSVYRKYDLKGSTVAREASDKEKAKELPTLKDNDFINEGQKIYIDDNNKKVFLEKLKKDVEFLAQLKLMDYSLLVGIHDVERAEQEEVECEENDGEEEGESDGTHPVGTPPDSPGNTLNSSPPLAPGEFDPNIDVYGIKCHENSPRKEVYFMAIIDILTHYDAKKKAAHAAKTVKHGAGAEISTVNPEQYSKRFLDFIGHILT
#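 Reactions run in 0.038 M HEPES pH 7.4, 0.28 mM EGTA, 0.1% CHAPS and 5% DMSO, with PI5P4Kalpha, substrate, compound and 5 microM ATP final, one hour at room temperature. Readout is ADP-Glo luminescence.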
# PLK1 PBD inh: inhibitors of human PLK1 polo-box domain binding. Potency, µM, for the others: max response, negative = inhibition, most hits filed as inhibitors. AID 720504. Plk1 PBD binding of FITC phosphopeptide, fluorescence polarization. 360,000 compounds, 2.8% hits; note: potency is the fitted concentration of half-maximal effect; series mostly up to about 57 µM; % is set by controls: 0 for no effect and ±100 for the full control effect; nearly all actives have a fitted effect of over 65% in size
# Starred values were filed as active, the others as inactive; ? = inconclusive; . = no result given; & = joins results of further samples; [ ] = another dose, or the depositor's remark. Unless noted, calls come from the whole dose curve; as a rule, active = well fitted curve in the direction sought with a large enough effect; inconclusive = small, poorly fitted or top-dose-only effect, or another doubt; inactive = no such curve, though single readings can be large; an effect the other way counts as inactive or inconclusive.
SMILES,WRN helicase inh,GLP1R cytotox,D3 ag,DRD3 antagonist,IL2 activator,GLP1R inv ag,GLP-1R agonist,PI5P4K alpha inh,PLK1 PBD inh
Cc1ccc(C(=O)Nc2cc(C(C)C)c(O)c(C(C)C)c2)cc1,-14%,3%,0,-14,-1.2,4.5µM*,-12%,1,1%
CC(=NNC(=O)C(C)SC(C)C(=O)NN=C(C)c1cccnc1)c1cccnc1 (stereo not given),2%,7%,6,2,0.5,0%,2%,-3,-3%
O=C(NCc1nc(-c2ccc(C(F)(F)F)cc2)no1)c1cccs1,-11%,-20%,4,15,-0.2,10µM*,-1%,-3,?
CCOc1ccc2oc(=O)cc(CN3CCOCC3)c2c1,9%,14%,-19,-11,-4.1,40%[activator],9%,-8,-11%
O=C(COC(=O)c1cccnc1)NC1CCCc2ccccc21 (stereo not given),-27%,17%,7,2,0.2,1%,-1%,-9,-13%
O=C(NCc1ccco1)c1ccccc1F,-23%[57.1 µM],-12%,1,0,-0.7,3%,2%,-19,-9%
O=C(NCCNC(=O)c1ccccn1)c1ccc(F)cc1,1%,?,21,10,-1.5,-5%,2%,0,4%
CC(C)c1ccc(C(=O)Nc2cccnc2)cc1,-5%,1%,-6,-1,3.6,17%,6%,3,-5%
CCOC(=O)C(C)Oc1cccc2c(=O)n(CC(=O)N3CCCc4ccccc43)ccc12 (stereo not given),3%,-13%,-4,-17,-1.1,3%,6%,-2,-19%
Brc1ccc2nc(-c3ccccc3)c(Cc3ccccc3)n2c1,-10%,6%,4,23,-0.6,-4%,?,0,-6%
Cc1ccc(CC(=O)NC(C)CCc2ccccc2)cc1 (stereo not given),-5%,-3%,3,25,0.6,?,3%,-7,-1%
CCOC(=O)CN(C(=O)COc1nc(C)cc(C)c1C#N)c1ccc(F)cc1,-10%,6%,-14,-20,-0.5,-18%,15%,0,-6%
COc1ccc(OC)c(-c2cc(C3CCN(c4ncccc4[N+](=O)[O-])CC3)[nH]n2)c1,-24%,-51%,2,-8,0.0,?,13%,13,0%
CC(=O)C(Cc1ccccc1)NC(=O)COC(=O)c1cccc(C)c1[N+](=O)[O-] (stereo not given),1%,5%,-3,0,1.2,8%,-1%,7,0%
COc1ccc(C(NC(=O)C2CCN(Cc3cc(OC)cc(OC)c3)CC2)c2ccccn2)cc1 (stereo not given),7%,-1%,2,?,-0.6,-32%,-9%,-2,3%
O=C(CSc1nc(-c2ccc(F)cc2)nc2c1Cc1ccccc1O2)Nc1ccc(C(=O)O)cc1,?,26%,1,-10,0.0,12%,-5%,-28,15µM*
COC(=O)C[C@@H]1C=C[C@H](NC(=O)Nc2ccc(OC)cc2)[C@@H](CO)O1,1%,-15%,-5,-8,2.2,25%,.,4,1%
Cc1ccccc1-n1c(C)nnc1SCC(=O)NCC1CCCO1 (stereo not given),-2%,-2%,-9,-23,-2.3,0%,1%,.,-5%
CC1=C(C(=O)Nc2ccc(C)cc2C)C(c2ccc(Cl)cc2)n2nc(C(=O)OC(C)C)nc2N1 (stereo not given),5%,-7%&-15%,-8&-6,-15,-0.2,-11%&6%,-1%&0%,-4,-7%
CC(=O)C[C@@H](O)CC(=O)[C@@H]1OC(=O)[C@H](C)CCCCc2ccccc21,-5%,4%,8,15,-0.3,-10%,-5%,1,-17%
COC(=O)CNC(=O)c1cccc(Cl)c1,1%,-21%,3,12,-2.4,-3%,8%,-4,-3%
O=C1CN(C(=O)COC(=O)CCc2ccccc2O)c2ccccc2N1,?,-6%,-17,?,-3.4,2%,5%,-14,0%
CN(C)c1ccc(SC#N)cc1,-27%,4%,-4,-14,3.2,6%,-29%,-6,?
Cc1ccc(-n2c(COc3ccccc3)nnc2SCC(=O)O)cc1,-2%,-5%,3,28,-2.4,-7%,-1%,-9,0%
Cc1cccc(-n2c(CCCN3C(=O)c4ccccc4C3=O)nc3ccccc3c2=O)n1,-4%,-1%,-2,30,-0.3,18%,-1%,-7,-6%
NC(Cc1ccccc1)C(O)(c1ccccc1)c1ccccc1 (stereo not given),2%,-1%,-5,-10,0.2,?,15%,3,-4%
CC(C)(C)c1ccc(-c2csc(NC(=O)CN3C(=O)NC4(CCCCC4)C3=O)n2)cc1,-4%,0%,8,-18,0.6,-13%,-11%,-3,3%
O=C(O)C1CSC(c2coc3ccccc3c2=O)N1 (stereo not given),?,23%,-3,-14,2.5,-15%,-4%,-67*,-19%
NC(=O)c1ccccc1NC(=O)CC1(CC(=O)O)CCCC1,-6%,0%,8,11,2.0,-4%,2%,2,1%
Cc1cccc(CCNC(=O)c2cccc(NC3=NC4CS(=O)(=O)CC4S3)c2)c1 (stereo not given),3%,11%,-3,4,-2.8,10%,-7%,2,-9%

# One compound at a time, as listed above. Order of screens: WRN helicase inh, GLP1R cytotox, D3 ag, DRD3 antagonist, IL2 activator, GLP1R inv ag, GLP-1R agonist, PI5P4K alpha inh, PLK1 PBD inh
# Record of `CC(=O)C[C@@H](O)CC(=O)[C@@H]1OC(=O)[C@H](C)CCCCc2ccccc21` → -5%, 4%, 8, 15, -0.3, -10%, -5%, 1, -17%
# Record of `COC(=O)CNC(=O)c1cccc(Cl)c1` → 1%, -21%, 3, 12, -2.4, -3%, 8%, -4, -3%
# Record of `CN(C)c1ccc(SC#N)cc1` → -27%, 4%, -4, -14, 3.2, 6%, -29%, -6, ?
# Record of `O=C(CSc1nc(-c2ccc(F)cc2)nc2c1Cc1ccccc1O2)Nc1ccc(C(=O)O)cc1` → ?, 26%, 1, -10, 0.0, 12%, -5%, -28, 15µM*

# The list continues.
SMILES,WRN helicase inh,GLP1R cytotox,D3 ag,DRD3 antagonist,IL2 activator,GLP1R inv ag,GLP-1R agonist,PI5P4K alpha inh,PLK1 PBD inh
COc1ccccc1NS(=O)(=O)c1cc(NC(=O)c2ccc(Cl)nc2)ccc1Cl,?,?,4,40,-1.2,?,-14%,0,2%
Cc1ccccc1-c1cc2nc(NCCc3ccncc3)n(C)c(=O)c2s1,-4%,-5%,-8,-8,-0.5,0%,20%,29,-10%
COc1ccc(NC(=O)CSc2nnc(-c3ccncc3)o2)c([N+](=O)[O-])c1,-3%,0%,0,11,0.0,23%,-3%,-7,6%
CCC(C)(CC(=O)Nc1nccs1)c1ccccc1 (stereo not given),-4%,-1%,0,-11,-4.4,?,0%,-5,0%
O=C1CCC(C(=O)N2CCCC2)CN1CCc1cccc(F)c1 (stereo not given),6%,0%,3,-5,0.0,7%,-2%,-10,-4%
COc1cc(CNc2ccc3[nH]c(=O)[nH]c3c2)ccc1OCc1ccccc1Cl,1%,?,20,-25,-4.1,47%[activator],12%,3,0%
O=C(CCCC(=O)N(CC(=O)NC1CCCCC1)Cc1ccco1)Nc1ccccn1,4%,-5%,5,1,-0.5,8%,-11%,-2,3%
COc1cccc(/C=C2\SC(=S)N(CC(=O)N(C)C3CCS(=O)(=O)C3)C2=O)c1 (stereo not given),-2%,-41%,4,-11,1.5,1%,2%,-2,-16%
CC(CCc1ccccc1)NC(=O)c1cccc(F)c1 (stereo not given),7%,6%,-3,-7,-0.5,-19%,-1%,0,-3%
CC/C(C)=N\N=C\c1c(O)n(CC)c2cc(C3=NNC(=O)CC3)ccc12,-11%,13%,-4,-1,0.8,63%[activator],15%,-15,2%
CCOc1ccc(CCNC(=O)Nc2ccccc2)cc1OCC,-1%[57.1 µM],-10%,-1,0,-2.7,?,3%,-1,-14%
C#CC1(NC(=O)NCCCC)CCCCC1,-2%,-4%,5,9,-3.1,-3%,8%,3,-11%
CCC(=O)Nc1nc(NCc2ccccc2OC)n(-c2ccccc2)n1,0%,1%,-2,16,0.9,8%,-5%,1,-14%
Cc1cc2[nH]c(=O)c(=O)[nH]c2cc1S(=O)(=O)NC1CCC(C)CC1 (stereo not given),-17%,7%,-4,5,0.1,54%[activator],14%,3,0%
Cc1cc(OCC(=O)NNC(=S)NC(=O)c2cccs2)ccc1Cl,-4%,-12%,7,0,-1.0,-4%,0%,4,-15%
CCOC(=O)c1cc(S(=O)(=O)N2CCN(c3cccc(C)c3C)CC2)[nH]n1,.,7%,-17,.,.,-12%,-2%,.,.
CCCC1NC(=O)c2cc3ccccc3cc2-n2c1nc1ccc(C)cc1c2=O (stereo not given),9%,5%,1,1,-2.3,5%,-1%,1,-3%
CCOC(=O)c1ccccc1N/C=C1\CCCCC1=O,41%[activator],3%,0,-12,-2.8,-16%,17%,.,-8%
CCN(CC(=O)Nc1ccc(Br)cc1)C(=O)Cc1cccc(F)c1,-9%,-4%,-12,?,1.1,?,11%,2,-8%
CN(C)c1ccc2cc(S(=O)(=O)O)cc(O)c2c1,?,-6%,-14,2,-0.5,13%,-5%,?,?
OC[C@@H]1CN(Cc2ccncc2)C[C@H](n2cnc3c(N4CCN(c5ccccc5)CC4)ncnc32)O1,7%,-5%,11,4,-0.8,-30%,3%,4,-12%
CN(C)S(=O)(=O)c1cccc(NC(=O)COC(=O)C2CCN(C(=O)c3ccc(F)cc3)CC2)c1,3%,-13%,4,0,-2.9,-3%,-22%,-6,1%
COc1ccc(N(CC(=O)NC2CC3CCC2C3)S(=O)(=O)c2ccccc2)cc1Cl (stereo not given),-36%,19%,-22,-18,-3.1,?,-2%,6,-4%
O=C(C1CC(=O)N(c2ccc3c(c2)OCCO3)C1)N1CCN(Cc2ccccc2F)CC1 (stereo not given),7%,4%,16,-5,-0.3,-16%,7%,0,1%
CCOc1ccc(Br)cc1S(=O)(=O)NCc1ccncc1,0%,1%[7.66 µM],3,11,0.1,-3%[7.66 µM],5%,-2,-9%
C/C(=N\NC(=O)NC1CCCCC1)c1ccco1,14%,0%[7.66 µM],-5,-16,-1.2,9%[7.66 µM],7%,3,-8%
O=C(Nc1ccc(F)cc1)c1nc[nH]c1C(=O)Nc1ccccc1[N+](=O)[O-],2%,?,6,10,0.1,23%,0%,1,2%
Brc1ccc(CSc2ncn[nH]2)cc1,-16%,-7%,2,9,-0.4,19%,-2%,-1,-6%
CCCCC(=O)Nc1cc(Cl)ccc1C(=O)O,-1%,-3%,5,10,-0.1,-11%,-3%,-11,4%
